Source: PubChem BioAssay (National Center for Advancing Translational Sciences (NCATS))
Eya2 inh = inhibitors of human Eya2 phosphatase activity; recombinant Eya2, OMFP fluorescence dephosphorylation (OMFP is methylfluorescein phosphate); 330,000 compounds, 0.006% hits; Potency, µM (series often up to 76.9 µM), for inactives: at the highest dose activity, negative = inhibition, actives largely listed as inhibitors; O00167; also: potency is read from the fitted curve at half-maximal effect; % is scaled to controls: 0 for no effect and ±100 for the full control effect
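Eya2 protein (added as 0.2 uM solution) was preincubated with compound for 10 min at ambient temperature in 50 mM HEPES pH 7.5, 50 mM NaCl, 5 uM MgCl2, 0.05% BSA, 1 mM DTT. OMFP (added at 50 uM) then reacted 10 min; fluorescence read at 485/525 nm.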
S-ASM inh = blocks human secretory acid sphingomyelinase; P17405; placental ASM, HMU-PC fluorogenic substrate, 60 min; Potency, µM (doses to about 57.5 µM), without a hit: at the highest dose activity change, negative = inhibition, actives largely listed as inhibitors; 340,000 compounds, 0.006% hits; also: potency is read from the fitted curve at half-maximal effect
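Human placenta-derived ASM preincubated with compound 10 min at room temperature, then reacted with 9 uM (final) fluorogenic HMU-PC substrate for 60 min at 37 C. Stop solution raises pH to 10; fluorescence read at Ex 386/Em 447 nm.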
ELG1 repair inh = inhibitors of ELG1-dependent DNA repair in HEK293T cells; Potency, µM (doses to about 46.1 µM), for the others: at the highest dose activity change, negative = inhibition, hits mostly inhibitors; HEK293T ELG1-luciferase reporter, luminescence, 16 h; DNA damage induced by 5-fluorouridine; 330,000 compounds, 2.3% hits; also: potency is read from the fitted curve at half-maximal effect; % is scaled to controls: 0 for no effect and ±100 for the full control effect; nearly all actives have a fitted effect of over 55% in size
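Quantitative HTS, concentration-response format. 2,000 cells/well co-treated with 5-fluorouridine and compound, 16 hr in 5% CO2 at 37 °C; ONE-Glo luminescence read after 30 min.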
TSG101-PTAP inh = blocks PTAP/TSG101 interaction to inhibit HIV-1 budding; 340,000 tested, under 10 active; Fluorescence polarization, FITC-PTAP peptide / Tsg101 binding; AID 493005; Potency, µM (doses to about 115 µM), for inactives: at the highest dose activity change, negative = inhibition, usual class: inhibitors; active = well fitted inhibition curve with a large enough effect in the main read-out, with a control signal flat, not every such curve was filed as active; inconclusive = small, poorly fitted or top-dose-only effect, or effect the other way, or a change in a side signal; inactive = no such curve, though single readings can be large or run the other way; also: potency is read from the fitted curve at half-maximal effect; % of control where 0% means no effect
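Fluorescence polarization binding of Tsg101 binding domain (10 uM final) to FITC-labeled PTAP peptide (50 nM final) in HEPES pH 7.5 buffer with NaCl, Tween 20, EDTA, TCEP. Compounds added before peptide; binding 20 min at RT.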
Chronic BCR inh = chronic active BCR signaling inhibition; 340,000 compounds, 0.05% hits; ABC-DLBCL IkBa-CBG/CBR reporter, luminescence ratio, 4 h; Potency, µM (titrated, usually from 46.1 µM), inactives show at the top dose ratio change, negative = lower green/red ratio, hits mostly inhibitors; active = well fitted inhibition curve with a large enough effect in the signal ratio, with a control signal flat, not every such curve was filed as active; inconclusive = small, poorly fitted or top-dose-only effect, or effect the other way, or a change in a side signal; the % refers to the signal ratio;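 also: potency is read from the fitted curve at half-maximal effect; plate controls were basal doxycycline-induced cells for no effect and cells given 10 µM MG132 for full effect; MG132 reads +100%, hits lower the ratio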
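TMD8 ABC-DLBCL cells carrying doxycycline-inducible green luciferase fused to IkappaBalpha plus unfused red luciferase were exposed to compounds (up to 46 uM) for 4 hrs at 37C. Activity came from the overlap-corrected green/red luminescence ratio.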
a7 integrin act = integrin-mediated muscular dystrophy alleviation activation | alpha7betagal myoblasts, beta-gal FDG fluorescence, 48 h | Potency, µM (series often up to 38.3 µM), inactives show at the highest dose activation, most hits filed as activators | 350,000 compounds, 0.064% hits;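 also: potency is read from the fitted curve at half-maximal effect; 100% = response of the positive control SU9516; nearly all actives have a fitted effect of over 60% in size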
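alpha7betagal+/- myoblasts (passage 13, 250/well) treated 48 h at 37C with compounds at 1:260 dilution of DMSO stock. Lysed, then beta-galactosidase activity read as FDG fluorescence (ex 480/em 540) after 30 min, with pre-read for autofluorescence.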
Mito fusion yeast = blocks mitochondrial division or promotes mitochondrial fusion. S. cerevisiae fusion-defective mutant growth rescue, CellTiterGlo 48 h. 320,000 compounds, 0.23% hits. Potency, µM (highest dose often 46.1 µM), for inactives: at the highest dose growth rescue (activation), usual class: activators;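 also: potency is read from the fitted curve at half-maximal effect; % of control where 0% means no effect; nearly all actives have a fitted effect of over 45% in size; temperature-sensitive fusion mutants such as fzo1-1 at 37 °C on non-fermentable ethanol glycerol medium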
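Yeast fusion mutant, YPEG (non-fermentable carbon), compound, 48 h at 37C non-permissive; CellTiterGlo added, 10 min RT, luminescence read. Rescued growth = division inhibition.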
Tb PFK inh = inhibitors of T. brucei phosphofructokinase | 330,000 compounds, 0.17% hits | T. brucei PFK, ADP-Glo luminescence | Potency, µM (top dose mostly 57.5 µM), for inactives: top-dose activity, negative = inhibition, hits mostly inhibitors;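 also: potency is read from the fitted curve at half-maximal effect; 0% = uninhibited 1x PFK enzyme wells and -100% = no-enzyme wells; nearly all actives have a fitted effect of over 60% in size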
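PFK 1.25 nM, F6P 0.5 mM, ATP 0.1 mM, 0.1 M TEA pH 8.0, 5 mM MgCl2, 0.01% Tween20, 0.1% BSA; 45 min RT. ADP-Glo readout. qHTS titration up to 57 uM; curves fitted, compounds curve-classed.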
A-T KAP1 phos = candidate therapy for ataxia-telangiectasia; […] A-T fibroblasts, KAP-1 phosphorylation AlphaLISA; neocarzinostatin DNA damage 30 min before lysis; 320,000 compounds, 0.19% hits; Potency, µM (doses to about 57.5 µM), for inactives: at the top dose activation, actives largely listed as activators; also: potency is read from the fitted curve at half-maximal effect; % of control where 0% means no effect; nearly all actives have a fitted effect of over 45% in size
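hTERT-immortalized A-T patient fibroblasts ([…]), 500 cells/well in OPTI-MEM, 1% FBS, got compounds for 60 min, then NCS for 30 min at 37C. Lysates were then assayed for phospho-KAP-1 by AlphaLISA (anti-pKAP1 donor, anti-KAP1 acceptor beads), 6 hr at 25C.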
TCR activator = activators of T cell receptors. primary human leukocytes, anti-CD3, IL-2 HTRF, 48 h. Potency, µM (titrated, usually from 9.22 µM), without a hit: at the top dose activation of IL-2 secretion, actives largely listed as activators. 330,000 tested, under 10 active. AID 504894; also: % of control where 0% means no effect
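Primary human leukocytes incubated 48 hr with anti-CD3 beads plus compound, without co-stimulation. Secreted IL-2 measured by HTRF (europium cryptate/d2 anti-IL-2 pair, 320 nm excitation, 665 nm emission).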
TSHR antag = antagonists of human thyroid stimulating hormone receptor; P16473; 330,000 compounds, 0.2% hits; TSHR-expressing cells, TSH-stimulated cAMP HTRF, 2 h; active compounds read low; activity change, negative = inhibition, % at 11.5 µM;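 active = activity change below a set negative limit, meaning inhibition stronger than a set level, cut at about -70% in these data; inconclusive = activity change between two set negative limits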; also: % is scaled to controls: 0 for no effect and ±100 for the full control effect
Target sequence (P16473 whole entry, looked up): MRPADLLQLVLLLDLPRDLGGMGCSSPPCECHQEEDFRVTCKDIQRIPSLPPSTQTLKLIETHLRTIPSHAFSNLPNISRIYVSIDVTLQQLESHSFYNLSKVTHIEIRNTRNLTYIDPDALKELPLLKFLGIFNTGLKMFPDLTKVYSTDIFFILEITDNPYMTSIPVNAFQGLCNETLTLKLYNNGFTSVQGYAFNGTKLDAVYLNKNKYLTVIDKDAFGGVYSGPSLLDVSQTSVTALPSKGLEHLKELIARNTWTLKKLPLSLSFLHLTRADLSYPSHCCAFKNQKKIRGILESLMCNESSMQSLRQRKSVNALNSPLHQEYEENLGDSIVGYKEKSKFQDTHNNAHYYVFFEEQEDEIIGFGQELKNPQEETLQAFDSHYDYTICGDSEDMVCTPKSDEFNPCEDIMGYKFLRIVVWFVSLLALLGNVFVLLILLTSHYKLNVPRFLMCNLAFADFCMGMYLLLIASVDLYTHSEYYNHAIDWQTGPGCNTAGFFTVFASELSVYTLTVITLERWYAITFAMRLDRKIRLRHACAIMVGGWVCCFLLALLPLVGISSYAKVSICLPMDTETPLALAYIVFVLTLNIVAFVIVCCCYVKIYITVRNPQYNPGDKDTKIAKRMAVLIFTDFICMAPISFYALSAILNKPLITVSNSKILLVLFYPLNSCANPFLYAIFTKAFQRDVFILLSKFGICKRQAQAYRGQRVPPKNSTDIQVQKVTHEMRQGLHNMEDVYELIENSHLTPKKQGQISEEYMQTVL
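Inhibition of cAMP made by TSHR-expressing cells under TSH stimulation (4nM final, EC80; 2 h, 37 deg C) is quantified with a one-step lysis HTRF kit, anti-cAMP cryptate versus cAMP-d2.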
An asterisk follows results filed as active; ? = inconclusive; · = no result given; [ ] = remark or other dose. Unless noted, calls follow the shape of the dose curve; as a rule, active = well fitted curve in the direction sought with a large enough effect; inconclusive = small, poorly fitted or top-dose-only effect, or another doubt; inactive = no such curve, though single readings can be large; an effect the other way counts as inactive or inconclusive.

A first look, three compounds:
No.	SMILES	Eya2 inh	S-ASM inh	ELG1 repair inh	TSG101-PTAP inh	Chronic BCR inh	a7 integrin act
1	CCNS(=O)(=O)c1ccc(NS(=O)(=O)c2cc(C)ccc2C)cc1	13%	-6%	-4%	1%	?	17%
2	CCC(=O)N1CCN=C1SCc1c(F)cccc1Cl	1%	-1%	3%	0%	2%	-26%
3	O=P(OC1CCCCC1)(OC1CCCCC1)C(Nc1ccccc1)c1cccnc1 (configuration not stated)	-2%	8%	?	-4%	6%	23%

No.	Mito fusion yeast	Tb PFK inh	A-T KAP1 phos	TCR activator	TSHR antag
1	0%	20%	2%	-5%	12
2	-1%	4%	-9%	-4%	-21
3	18%	-9%	-2%	-1%	-7

The listing, previewed entries included:
No.	SMILES	Eya2 inh	S-ASM inh	ELG1 repair inh	TSG101-PTAP inh	Chronic BCR inh	a7 integrin act
1	CCNS(=O)(=O)c1ccc(NS(=O)(=O)c2cc(C)ccc2C)cc1	13%	-6%	-4%	1%	?	17%
2	CCC(=O)N1CCN=C1SCc1c(F)cccc1Cl	1%	-1%	3%	0%	2%	-26%
3	O=P(OC1CCCCC1)(OC1CCCCC1)C(Nc1ccccc1)c1cccnc1 (configuration not stated)	-2%	8%	?	-4%	6%	23%
4	CCc1c2ccccc2nn1-c1ccccc1C(=O)C(C)=O	-2%	4%	-11%	-2%	3%	0%
5	NS(=O)(=O)c1ccc(NC(=O)NC2CCCCC2)cc1	-27%	-1%	18%	-4%	-11%	-6%
6	O=C(C1=C(O)C(=O)N(Cc2ccco2)C1c1cccs1)c1cccs1 (configuration not stated)	4%	1%	1%	-1%	1%	5%
7	COc1ccc(NC(=O)CSCC(=O)Nc2cccc3ncccc23)cc1	0%	6%	?	-5%	-8%	16%
8	COc1cc(N)ccc1NC(=O)c1cc2ccccc2o1	-14%	-3%	?	-1%	?	-14%
9	COc1ccc(C(=O)NCc2ccncc2)cc1OC	-12%	0%	5%	-1%	-1%	15%
10	NC(=O)c1ccc(F)cc1	-6%	-1%	-4%	-5%	-1%	-12%
11	Cc1cccc(NC(=O)CCN2CC(C)CC(C)C2)c1 (configuration not stated)	11%	-2%	-4%	-1%	-2%	-24%
12	NNc1ccc2c(C(F)(F)F)cc(C(F)(F)F)nc2n1	-2%	88%[activator]	8%	-2%	0%	-20%

No.	Mito fusion yeast	Tb PFK inh	A-T KAP1 phos	TCR activator	TSHR antag
1	0%	20%	2%	-5%	12
2	-1%	4%	-9%	-4%	-21
3	18%	-9%	-2%	-1%	-7
4	-5%	-1%	-4%	-5%	4
5	0%	0%	-1%	-4%	-8
6	-4%	1%	-4%	-16%[46.1 µM]	-1
7	-4%	-7%	9%	-3%	7
8	0%	0%	-7%	·	16
9	-3%	4%	3%	5%	-4
10	4%	1%	-1%	-1%	2
11	0%	2%	0%	-1%	5
12	-13%	-3%	1%	·	16

Further structures.
No.	SMILES	Eya2 inh	S-ASM inh	ELG1 repair inh	TSG101-PTAP inh	Chronic BCR inh	a7 integrin act
13	Clc1ccc(-c2n[nH]c3c2CCCC3)cc1	1%	-6%	?	-1%	?	-10%
14	COc1ccc(OC)c(Nc2nc(NCCCN(C)C)nc(N)c2[N+](=O)[O-])c1	-4%	-14%	-1%	-8%	?	-53%[inhibitor]
15	CC1Sc2ccc(S(=O)(=O)CCC(=O)NCc3ccccc3)cc2NC1=O (configuration not stated)	12%	3%	-8%	-3%	5%	?
16	NC(=O)C(CCC(=O)c1ccc(Br)cc1)S(=O)(=O)c1ccccc1 (configuration not stated)	3%	-1%	-9%	-2%	3%	-31%
17	O=C(NC1CCCC1)c1cc(-c2ccc(F)cc2)on1	-11%	-1%	?	-3%	?	-7%
18	CC(=O)Nc1ccc(NC(=O)C(C)OC(=O)COc2ccc(Nc3ccccc3)cc2)cc1 (configuration not stated)	4%	-15%	6%	1%	4%	-15%
19	Cc1ccc(C)c(N2CCN(S(=O)(=O)c3cccc4cccnc34)CC2)c1	-18%	-6%	-22%	0%	?	7%
20	Cc1cccc(-c2n[nH]c(=S)n2Cc2ccccc2)c1	4%	-4%	-8%	-8%	-11%	-2%
21	O=C(OCCN1CCN(C2=NS(=O)(=O)c3ccccc32)CC1)c1cccc(Br)c1	-8%	?	1%	-7%	-2%	0%
22	COC(=O)c1ccccc1NC(=S)NC(=O)COc1ccccc1	9%	3%	4%	-1%	-10%	10%
23	C=CCN(C(=O)Nc1ccc2c(c1)nc(C)n2C)c1ccccc1	5%	3%	?	0%	?	26%
24	COc1ccc(NC(=S)NC(NC(=O)CCl)C(Cl)(Cl)Cl)c([N+](=O)[O-])c1 (configuration not stated)	5%	-7%	?	-7%	-10%	-39%

No.	Mito fusion yeast	Tb PFK inh	A-T KAP1 phos	TCR activator	TSHR antag
13	-8%	-3%	4%	-1%	-16
14	7%	8%	-5%	2%	-2
15	3%	-5%	5%	-4%	-8
16	4%	-1%	-15%	1%	9
17	12%	4%	-2%	0%	-19
18	-4%	-6%	1%	6%	-11
19	?	-1%	-1%	-5%	-13
20	?	4%	0%	-5%[46.1 µM]	-15
21	1%	1%	1%	0%	-15
22	-1%	9%	2%	-3%	12
23	5%	4%	14%	1%	12
24	-10%	-1%	2%	-6%	-6

Continued.
No.	SMILES	Eya2 inh	S-ASM inh	ELG1 repair inh	TSG101-PTAP inh	Chronic BCR inh	a7 integrin act
25	O=C(Nc1ccccc1)c1nc2ccccc2s1	-6%	-5%	?	0%	?	-18%
26	O=C(Nc1cccnc1)Nc1ccccn1	2%	4%	6%	-2%	-6%	-2%
27	COc1ccc(CN2C3CCC2CC(NC(=O)c2cc(OC)c(OC)c(OC)c2)C3)cc1 (configuration not stated)	-20%	0%	-2%	-5%	5%	-3%
28	O=C(NC(Cc1ccccc1)C(=O)O)/C(=C\c1ccco1)NC(=O)c1ccco1 (configuration not stated)	-5%	-3%	2%	-3%	-20%	-19%
29	Cc1ccccc1OCC(=O)OCC(=O)Nc1cc(C(F)(F)F)ccc1N1CCOCC1	-2%	-16%	-2%	-6%	-12%	?
30	COc1ccccc1OCC(=O)NCC1CCCN(C(=O)c2ccccc2SC)C1 (configuration not stated)	3%	0%	15%	1%	0%	23%
31	CCN(CC)S(=O)(=O)c1ccc(NS(=O)(=O)c2ccc3oc(=O)[nH]c3c2)cc1	24%	-3%	0%	-3%	-4%	3%
32	CCN1CCN(CCCN(Cc2ccco2)C(=S)Nc2ccccc2Cl)CC1	?	0%	11%	-1%	-1%	0%
33	CN(Cc1ccc(N(C)C)cc1)C(=O)c1cc2ccccc2o1	-1%	-1%	?	2%	0%	21%
34	O=C(Cn1c(=O)n(Cc2ccc(F)cc2)c(=O)c2ccccc21)NCC1CCCO1 (configuration not stated)	4%	4%	-3%	0%	4%	15%
35	COc1ccc(C2CC(c3cc(OC)ccc3OC)n3nnnc3N2)cc1 (configuration not stated)	-10%	2%	-23%	0%	-19%	-4%

No.	Mito fusion yeast	Tb PFK inh	A-T KAP1 phos	TCR activator	TSHR antag
25	14%	-1%	4%	-2%[46.1 µM]	-11
26	-4%	21%	-3%	-3%	6
27	2%	2%	2%	-18%	1
28	8%	2%	14%	-8%	12
29	-7%	10%	-5%	-6%[46.1 µM]	-5
30	-5%	2%	-5%	-1%	-3
31	-6%	1%	11%	8%	-4
32	10%	-7%	-4%	3%	33
33	30%	-3%	-2%	4%	21
34	-3%	5%	-1%	9%	25
35	0%	-1%	-3%	-2%	0
